beta cell repl: MIN6 beta-cell proliferation induction; MIN6 cells proliferation, ATPlite luminescence, 48 h; cells starved in 0.2% serum; 100% = growth in 10% serum; proliferation, % at 10 µM; 330,000 tested, 0.29% active; AID 2380;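 active = compounds whose signal lies at least 3.5 SD above the mean of all wells on their plate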;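 note: 0% = DMSO-treated cells in low-serum medium and 100% = 10% serum control; some compounds called inactive have numbers as strong as hits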
hIAP inh: blocks human intestinal alkaline phosphatase; inhibition, % at 10 µM; purified IAP, CDP-Star luminescence, 30 min; P09923; 330,000 tested, 0.12% active;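 active = inhibition reaching a set limit with compound at 10 µM in the primary screen, cut at about 35% in these data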;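 note: plate controls were DMSO wells with enzyme for no effect and no-enzyme buffer wells for full effect; values of inactives mirror those of a sister screen read the other way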
Target sequence (P09923 whole entry, looked up): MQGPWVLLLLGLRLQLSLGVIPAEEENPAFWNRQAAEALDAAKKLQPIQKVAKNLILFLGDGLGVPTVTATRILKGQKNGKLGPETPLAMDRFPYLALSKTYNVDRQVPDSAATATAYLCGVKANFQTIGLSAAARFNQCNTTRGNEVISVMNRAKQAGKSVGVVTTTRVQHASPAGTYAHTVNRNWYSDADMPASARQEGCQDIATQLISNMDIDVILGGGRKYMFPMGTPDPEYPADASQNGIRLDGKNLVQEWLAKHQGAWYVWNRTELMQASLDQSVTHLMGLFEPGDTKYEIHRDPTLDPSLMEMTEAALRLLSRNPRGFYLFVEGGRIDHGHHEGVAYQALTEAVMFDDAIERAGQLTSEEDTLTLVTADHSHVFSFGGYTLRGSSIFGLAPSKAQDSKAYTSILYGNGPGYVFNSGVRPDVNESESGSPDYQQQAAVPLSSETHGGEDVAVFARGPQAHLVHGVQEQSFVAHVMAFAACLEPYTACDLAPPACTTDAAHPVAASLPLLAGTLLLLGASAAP
mIAP act: increases mouse intestinal alkaline phosphatase activity. activation factor at 10 µM. AID 2805. 330,000 tested, 0.24% active. muIAP, CDP-Star luminescence, 30 min; stronger effect = higher value; 1 = vehicle-only enzyme signal, 0 = enzyme-free wells;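 active = activation factor of at least 2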; note: the source names both 10 and 20 µM as test concentration; values of inactives mirror those of a sister screen read the other way
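also added = chemiluminescent substrate CDP-Star | test system = mouse IAP enzyme | signal = chemiluminescence readout | compound = DMSO-dissolved test compounds | incubation = 30 min at room temperature | benchmarks = DMSO wells, no-enzyme wells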
SENP1 FRET inh: SENP1 (human) catalytic domain inhibition. 360,000 tested, 0.21% active. Q9P0U3. AID 624204. inhibition, % at 10 µM. recombinant SENP1 catalytic domain, CyPet-SUMO1-YPet FRET cleavage;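 active = inhibition at least 30% at 10 µM, raw YFP signal under a set limit, fluorescence ratio 0.5 to 1.5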;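 note: 0% = enzyme with DMSO and 100% = no enzyme wells; some results filed as inactive read as strong as hits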
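system = hSENP1 catalytic domain, recombinant | reagent = SFCypet-SUMO1-SFYpet substrate at 25 nM | doses = one dose per compound, 10 µM, 0.5% DMSO | incubation = enzyme reaction for 50 min at room temperature, dark | measured by = FRET, CFP and YFP emission | controls = no-enzyme low, enzyme-DMSO high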
NALP3 yeast inh: inhibitors of NALP3 inflammasome in yeast | Yeast reconstituted NLRP3/ASC/caspase-1, beta-gal luminescence, 24 h | inhibition, % at 10 µM | 330,000 tested, 0.39% active;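 active = inhibition of 50% or more; inactive = inhibition below 50%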;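 note: plate controls were induced DMSO wells for no effect and uninduced yeast grown without galactose for full effect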
mIAP inh: blocks mouse intestinal alkaline phosphatase | purified mouse IAP, CDP-Star luminescence, 30 min | inhibition, % at 10 µM | 330,000 tested, 0.2% active;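 active = inhibition of at least 40% at 10 µM in the primary screen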;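 note: plate controls were DMSO with enzyme for no effect and no enzyme wells for full effect; values of inactives mirror those of a sister screen read the other way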
hIAP activ: increases human intestinal alkaline phosphatase activity. P09923. purified human IAP, CDP-Star luminescence, 30 min; stronger effect = higher value; 1 = vehicle-only enzyme, 0 = enzyme-free background. activation factor at 10 µM. 330,000 tested, 0.16% active;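 active = activation factor of the enzyme at least 2-fold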; note: the source names both 10 and 20 µM as test concentration; values of inactives mirror those of a sister screen read the other way
APOBEC3A inh: inhibitors of human APOBEC3A DNA deaminase; 330,000 tested, 0.41% active; inhibition, % at 20 µM; AID 493011; recombinant A3A, FAM/TAMRA ssDNA deamination fluorescence;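 active = at least 40% inhibition at 20 µM here, with at most 30% in a related deaminase screen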;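 note: plate controls were A3A with DMSO for no effect and wells lacking A3A enzyme for full effect; some results filed as inactive read as strong as hits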
A3G deaminase: inhibitors of human APOBEC3G DNA deaminase. recombinant A3G, ssDNA deamination FAM/TAMRA fluorescence. AID 493012. 330,000 tested, 0.28% active. inhibition, % at 20 µM. Q9HC16;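 active = inhibition of at least 40% at 20 µM, with no more than 30% in the related APOBEC3A deaminase screen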;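 note: plate controls were DMSO wells with A3G for no effect and wells lacking A3G enzyme for full effect; some compounds called inactive have numbers as strong as hits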
Target sequence (Q9HC16 whole entry, looked up): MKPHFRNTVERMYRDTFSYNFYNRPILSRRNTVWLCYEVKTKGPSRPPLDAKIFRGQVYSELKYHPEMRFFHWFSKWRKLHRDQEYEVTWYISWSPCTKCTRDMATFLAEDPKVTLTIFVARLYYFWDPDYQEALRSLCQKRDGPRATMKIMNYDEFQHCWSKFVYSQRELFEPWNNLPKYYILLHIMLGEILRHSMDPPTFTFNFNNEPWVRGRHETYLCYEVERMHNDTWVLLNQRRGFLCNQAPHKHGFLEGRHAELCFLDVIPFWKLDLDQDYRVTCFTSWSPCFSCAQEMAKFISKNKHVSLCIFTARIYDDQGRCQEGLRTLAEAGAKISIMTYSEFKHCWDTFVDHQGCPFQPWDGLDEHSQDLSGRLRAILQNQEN
The depositor's hits bear a star. These rows are one share of the data. The share of hits here may be higher or lower than overall.

molecule	beta cell repl	hIAP inh	mIAP act	SENP1 FRET inh	NALP3 yeast inh	mIAP inh	hIAP activ	APOBEC3A inh	A3G deaminase
COc1ccc(/C=C2/SC(=S)N(CCCC(=O)Nc3ccccc3C(=O)O)C2=O)cc1	1.0	25.0	0.829	-19.3	18.0	17.1	0.75	-3.0	-8.2
CCn1c(=O)c(C(=O)NNC(=O)c2ccccc2Br)c(O)c2ccccc21	1.1	-45.3	0.934	2.4	21.7	6.6	1.45	1.1	-5.0
Cc1[nH]c2ccccc2c1C(C[N+](=O)[O-])c1ccco1 (configuration not stated)	-1.1	14.4	1.05	-21.8	2.3	-5.4	0.856	0.9	-5.4
Cc1ccc(Sc2ccc(S(=O)(=O)Nc3ccc(C(=O)O)cc3)cc2)cc1C	-2.8	-8.1	1.06	0.6	6.5	-6.0	1.08	-0.7	-4.3
O=C(c1cccc(Cl)c1)N1CCN(C2CCCCCC2)CC1	-2.5	-45.5	1.05	0.9	22.6	-5.2	1.46	-1.4	-5.7
COc1ccc2cc(C3NC(=O)c4ccccc4N3)c(Cl)nc2c1 (configuration not stated)	-3.4	-0.1	0.949	-11.1	26.4	5.1	1	-4.3	-10.8
Cc1ccc(NC(=O)Cc2c(F)cccc2Cl)cc1S(=O)(=O)N1CCOCC1	1.1	-9.5	1.38	0.3	14.5	-37.7	1.09	-0.7	-2.0
COc1ccc(-c2noc(N(C)CC(=O)Nc3cccc(C(F)(F)F)c3)n2)cc1	-3.7	-0.3	1.22	-0.1	13.4	-21.8	1	0.7	-7.4
O=C(Nc1cccc(Cl)c1)NC1CCN(C2CCCCC2)C1 (configuration not stated)	-1.9	-8.4	2.32*	2.0	15.8	-131.6	1.08	-3.0	-34.0
OC(CNCc1ccc(Cl)cc1)(c1ccccc1)c1ccc(F)cc1 (configuration not stated)	-3.7	-11.4	1.16	-0.4	18.3	-16.4	1.11	3.4	5.0
Cc1sc(-c2ccccn2)nc1OC(=O)c1ccc(Cl)c(Cl)c1	-4.8	14.1	0.905	3.1	-4.1	9.5	0.859	-1.0	-4.6
COc1cccc2c3c(c(C)nc12)CC(C)O3 (configuration not stated)	0.6	-6.6	1.02	-0.4	6.8	-2.3	1.07	1.5	-3.0
CCCCN(C(=S)Nc1cccc(C)c1C)c1c(N)n(CCC)c(=O)[nH]c1=O	-2.4	-5.4	1.09	-1.2	1.1	-8.8	1.05	-1.5	-2.8
CC1Oc2ccccc2C=C1/C=C1/SC(N2CCOCC2)=NC1=O (configuration not stated)	1.2	2.9	0.705	-22.7	1.9	29.5	0.971	-2.4	-2.8
O=C(NC1CCCCC1)C1CCCN1C(=O)Nc1ccccc1 (configuration not stated)	-0.4	-5.0	0.941	0.7	-1.2	5.9	1.05	1.2	-5.1
CC(C)n1cnnc1SCC(=O)Nc1ccc(Br)cc1F	-3.8	-15.4	1.09	-0.2	7.9	-9.0	1.15	-6.6	-11.1
COc1ccc(/C=N/NC(=O)C2CCN(c3ncc(C(F)(F)F)cc3Cl)CC2)cc1	-3.0	2.5	1.03	0.2	21.3	-2.7	0.975	-2.3	-6.5
CCn1nnnc1SCC(=O)Nc1cc(OC)cc(OC)c1	1.6	0.8	0.981	0.1	12.2	1.9	0.992	1.3	1.7
CCOC(=O)C1=C(C)N(CCCC(=O)O)C(=O)NC1c1cccs1 (configuration not stated)	-1.0	3.4	0.933	-0.5	-4.1	6.7	0.966	1.8	-1.3
COc1cc(OC)cc(C(=O)N2CCN(C3CCN(Cc4ccccc4)CC3)CC2)c1	-0.8	-7.7	1.01	-15.9	5.2	-1.3	1.08	1.4	-2.2
Cc1cc(CSC(=N)N)c(CSC(=N)N)cc1C	-2.2	-23.3	0.999	-0.2	26.4	0.1	1.23	0.0	12.9
CCOC(=O)C1=NNC(C(=O)c2ccc(Cl)cc2)C1c1ccccc1 (configuration not stated)	0.1	2.2	0.844	1.7	-2.4	15.6	0.978	1.4	-2.5
O=C(O)C1Cc2ccccc2CN1C(=O)CSc1nnc2ccccn12 (configuration not stated)	-0.9	-3.6	1.05	-0.3	-4.3	-4.8	1.04	10.5	-2.1
O=C(Nc1ccccc1C(F)(F)F)c1ccccc1Br	2.2	-6.6	1.03	1.8	11.7	-3.3	1.07	-5.0	-7.0
O=C(Cn1c(O)c(/C=C2\C=Nc3ccccc32)sc1=O)N1CCOCC1	-0.9	-5.4	0.937	-50.9	13.9	6.3	1.05	-0.5	13.5
Cc1cccc(C)c1OCC(=O)Nc1ccccc1C(=O)N1CCOCC1	-3.9	-19.8	1.07	1.1	20.8	-6.7	1.2	2.1	-6.8
COc1ccc(N2CCN(C(=O)/C=C/c3ccco3)CC2)cc1	-1.1	8.6	0.954	2.8	25.2	4.6	0.914	1.6	-8.2
COc1ccc(-n2c(SCC(=O)N3CCc4ccccc43)nnc2-c2c[nH]c3ccccc23)cc1	-2.4	-11.8	1.08	0.7	40.7	-8.5	1.12	-2.0	-12.9
CCOc1ccc(S(=O)(=O)N2CCCC(C(=O)NCC3CCCO3)C2)cc1 (configuration not stated)	4.3	-8.4	0.898	1.1	10.5	10.2	1.08	-3.8	-7.2
COC(=O)c1ccccc1Nc1ccnc(Cl)n1	-1.3	-23.3	1.11	-1.3	7.1	-11.5	1.23	-6.8	-0.2
Cc1ccc(C(=O)NCc2ccco2)cc1S(=O)(=O)N1CCCC1	-2.1	-10.6	1.03	-2.4	10.1	-2.9	1.11	1.8	1.2
N=C1CCCN1CC(=O)c1cccs1	-2.2	6.2	0.946	3.2	8.8	5.4	0.938	-1.8	-6.2
CC(C)c1cc(-c2cc(-c3ccccc3)on2)nc(NC2CCCC2)n1	-8.9	-2.8	0.97	0.8	18.0	3.0	1.03	0.2	-0.5
O=C(Nc1cccc(C(F)(F)F)c1)c1cccnc1N1CCOCC1	-0.1	1.6	0.999	0.5	10.0	0.1	0.984	0.8	0.3
COC(C[C@@H]1O[C@H]1C(=O)COCc1ccccc1)OC	-0.1	-2.7	1.02	0.9	3.4	-1.6	1.03	-0.2	-2.4
COC(=O)C1=C(C)N(CC2CC2)C(=NCc2cccc(C(F)(F)F)c2)N[C@H]1c1ccccc1	-5.8	4.3	1.03	-60.0	23.6	-2.6	0.957	37.8	19.4
O=C(N/N=C/c1c(Cl)cccc1Cl)c1ccc(-n2cnnn2)cc1	0.0	11.0	0.922	3.0	13.3	7.8	0.89	-1.5	-5.3
Cc1ccc(CN2CC(C(=O)NCC(=O)Nc3c(C)cccc3C)CC2=O)cc1 (configuration not stated)	-1.9	21.0	1.09	-0.4	22.3	-8.7	0.789	2.3	11.0
Cc1ccc(C(=O)NC(C)c2ccc(F)cc2)cc1 (configuration not stated)	1.5	-8.7	1.02	0.6	17.3	-2.5	1.09	1.9	-10.6
O=C(CNS(=O)(=O)Cc1ccccc1)NCc1ccccc1	-2.7	2.7	0.959	-2.0	-22.6	4.1	0.973	-5.1	-7.7
Fc1cnc(N/N=C/c2ccc(-c3ccc(Br)cc3)o2)nc1N1CCOCC1	-4.1	1.6	0.822	0.5	10.5	17.8	0.984	-0.5	-4.2
CCN(CCCn1c(=S)[nH]c2ncccc2c1=O)c1ccccc1	-1.1	-11.6	1.04	-1.2	-1.0	-3.7	1.12	-1.9	-4.1
CCC(CC)C(=O)c1c[nH]c(C(=O)NCCc2ccccn2)c1	0.3	3.1	0.884	1.3	-1.6	11.6	0.969	-5.8	-6.8
CCn1c(N2CCN(C(=O)C34CC5CC(CC(C5)C3)C4)CC2)nc2ccccc21	-1.7	-10.0	1.09	0.1	15.9	-9.4	1.1	-2.7	-3.2
O=C(COc1coc(CN2CCc3ccccc32)cc1=O)Nc1ccccc1	-2.4	0.5	1	-0.6	2.1	-0.3	0.995	-3.5	-10.1
Cc1ccc(Cn2cc(SCC(=O)Nc3nccs3)c3ccccc32)cc1	-6.6	5.3	1.04	2.2	13.8	-4.0	0.947	3.5	3.7
O=C(Nc1ccc(Br)cc1)c1csc(-c2ccncc2)n1	3.4	5.0	0.984	-1.6	3.4	1.6	0.95	0.3	-6.2
CN1C(=O)c2cccc(NC(=O)Cc3ccccc3)c2C1=O	3.9	7.7	0.948	-20.1	50.1*	5.2	0.923	-3.6	-8.9
CCc1c(C)nc2ncnn2c1Nc1ccc(C)c(C)c1	0.3	-20.2	0.946	-0.3	-8.8	5.4	1.2	-11.6	-4.9
Cc1cc(SCC(=O)NC2CC2)nc2ccccc12	-3.1	13.5	1.07	-1.1	6.3	-7.3	0.865	1.5	-4.0
CCN(c1ccccc1)S(=O)(=O)c1cc(C(=O)NCC(c2ccco2)N2CCCCC2)ccc1C (configuration not stated)	-5.2	6.5	0.925	-6.3	22.2	7.5	0.935	1.6	-3.5
CCN(CC(=O)Nc1ccc(OC)cc1)CC(=O)Nc1sc2c(c1C(=O)OC)CCCC2	-7.6	-7.4	0.946	1.0	17.0	5.4	1.07	-3.7	-5.3
Cc1nc(Oc2ccccc2)c2oc3ccccc3c2n1	5.6	-0.9	1.04	1.2	0.1	-4.3	1.01	-3.0	-2.7
Cc1csc2ncc(C(=O)Nc3ccccc3Cl)c(=O)n12	2.6	-2.7	0.972	0.9	7.8	2.8	1.03	3.7	-4.6
CCCNC(=O)NNC(=O)c1cc(-c2ccc3c(c2)OCO3)nc2ccccc12	-4.3	-2.7	1	0.1	12.3	-0.1	1.03	0.5	4.5
O=C(Nc1ccc(Cl)cc1Cl)c1ccc2c(=O)n3c(nc2c1)CCC3	4.3	6.0	1.02	-3.2	36.4	-1.7	0.94	1.0	-4.5
COc1ccccc1CNC(=O)C1Cc2cc(S(=O)(=O)N3CCCC3)ccc2N1C(C)=O (configuration not stated)	0.5	6.2	1.02	-14.4	9.2	-2.1	0.938	1.2	17.3
Cc1ccc(C2CC2c2n[nH]c(=S)n2-c2ccc(Cl)cc2)cc1 (configuration not stated)	-3.4	2.0	0.955	-0.7	39.5	4.5	0.98	-7.0	-7.6
O=c1cc(N2CCC3(CC2)OCCO3)[nH]c(=O)n1C1CCCCC1	-1.6	-13.6	0.896	-4.0	8.2	10.4	1.14	-3.7	-7.2
CCn1cc(S(=O)(=O)N2CCCC2)cn1	-1.7	9.0	1.1	1.6	-5.7	-10.3	0.91	-5.0	-5.1
O=C(CCC(=O)N1CCN(S(=O)(=O)c2ccc(Cl)cc2)CC1)Nc1ccc2ccccc2c1	-3.4	14.4	0.865	0.7	-3.1	13.5	0.856	-1.1	-4.8

Screens (PubChem)
